Screening results (PubChem BioAssay)
TRPV1 ag: HTS Assay for Compounds that Act as Agonists of the Vanilloid Receptor 1; TRPV1-expressing cells, Fluo-8 calcium influx, agonist mode; activation, % at 8.33 µM; 320,000 compounds, 0.19% hits; Transient receptor potential cation channel subfamily V member 1 (Homo sapiens), Q8NER1; in the data active = activation above about 80%; inconclusive = between about 30% and that limit; note: 0% is about no effect
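Fluo-8 calcium influx in TRPV1-expressing cells, kinetic read (ex 480/em 520 nm). Compound added and read 3 min for agonist activity, followed by capsaicin at EC20 final and 2 min further read for enhancement.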
KCNH2 3.1 block: qHTS for Inhibitors of KCHN2 3.1: Mutant qHTS; activity change, % (tested at about 1.8 µM); 340,000 compounds, 0.95% hits; U2OS KCNH2 3.1, thallium flux FluxOr; active compounds read low; AID 720553, 2013; Potassium voltage-gated channel subfamily H member 2, brain isoform KCNH2 3.1 (human);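 active = maximum activity change below -70%; inconclusive = maximum activity change from -70% to -50%; inactive = maximum activity change above -50%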;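 note: thallium influx rate constant from kinetic fluorescence after stimulation buffer; % is set by controls: 0 for no effect and ±100 for the full control effect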
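Channel expression came from 3.1 mutant virus (1.77 x 10^8 /mL) applied to suspended U2OS cells for 4 h. Flux was tracked with FluxOr dye plus Red40 quencher, and kinetic rate constants normalized to controls.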
Giardia kill: Small Molecules that selectively kill Giardia lamblia: qHTS; Giardia lamblia trophozoite viability; activity change, % at 7.66 µM, hits read low; 340,000 compounds, 0.15% hits; AID 540267, 2011; in the data active = activity change below about -80%; inconclusive = between about -30% and that limit;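 note: parasites exposed to compound for two days anaerobically before the ATP read; % is set by controls: 0 for no effect and ±100 for the full control effect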
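Luminescent ATP signal served as the viability read-out, measured 15-30 min after adding ATP detection reagent to trophozoites that had been incubated with compounds for 48 hrs at 37 deg C anaerobically at 100 cells/well.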
Menin MLL FP TR: qHTS Assay for Inhibitors Targeting the Menin-MLL Interaction in MLL Related Leukemias: Competition With Texas Red Labeled MLL-derived Mutant Peptide. AID 1768, 2009. Potency, µM (titrated, usually from 61.6 µM), inactives show at the top dose FP activity change, negative = inhibition, actives largely listed as inhibitors. 270,000 compounds, 0.23% hits. Menin + Texas Red MLL mutant peptide, fluorescence polarization. O00255; active = well fitted inhibition curve with a large enough effect in the polarisation, with a control signal flat, not every such curve was filed as active; inconclusive = small, poorly fitted or top-dose-only effect, or effect the other way, or a change in a side signal; inactive = no such curve, though single readings can be large or run the other way; the % refers to the polarisation; note: potency is the fitted concentration of half-maximal effect; % of control where 0% means no effect; many of its hits are not listed in these tables
FBPA coupling cs: qHTS Assay for Inhibitors of Fructose-1,6-bisphosphate Aldolase from Giardia Lamblia: Coupling assay counterscreen. AID 2472, 2010. coupling enzyme system counterscreen, AmpLite Red fluorescence. 290,000 compounds, 0.67% hits. activity change, negative = inhibition, % at 58.2 µM, hits read low; in the data active = activity change below about -30%; note: % is set by controls: 0 for no effect and ±100 for the full control effect
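Final compound at 57.5 uM, incubated 10 min at RT with coupling enzyme reagent (glyceraldehyde-3-phosphate), then 20 min with substrate and AmpLite Red detection. Fluorescence read at 525/598 nm; tests interference with the coupling assay, not aldolase inhibition.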
PKM2 activator: qHTS Assay for Activators of Human Muscle isoform 2 Pyruvate Kinase; Pyruvate kinase PKM (Homo sapiens), P14618; purified PKM2, Kinase-Glo ATP luminescence, activation; response scale: 0% is enzyme alone, no compound; Potency, µM (titrated, usually from 57.5 µM), inactives show at the highest dose activation, usual class: activators; 260,000 compounds, 0.34% hits; note: potency is the fitted concentration of half-maximal effect; % is set by controls: 0 for no effect and ±100 for the full control effect; nearly all actives have a fitted effect of over 55% in size
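Purified hPK-M2 (>95% pure) converted ADP (0.1 mM final) to ATP with 0.5 mM PEP in 50 mM imidazole pH7.2, KCl, MgCl2, Tween 20, BSA; 1 h at room temperature. ATP detected by Kinase-Glo luminescence.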
CXXC DNA block: qHTS Fluorescence Polarization Assay for Inhibitors of MLL CXXC domain - DNA interaction; Histone-lysine N-methyltransferase 2A (Homo sapiens), Q03164; 290,000 compounds, 0.037% hits; MLL-CXXC / FITC-HOXA9 DNA fluorescence polarization; Potency, µM (doses to about 115 µM), without a hit: at the highest dose activity change, negative = inhibition, hits mostly inhibitors; active = well fitted inhibition curve with a large enough effect in the polarisation, with a control signal flat, not every such curve was filed as active; inconclusive = small, poorly fitted or top-dose-only effect, or effect the other way, or a change in a side signal; inactive = no such curve, though single readings can be large or run the other way; the % refers to the polarisation; note: potency is the fitted concentration of half-maximal effect
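Steps: dispense CXXC domain solution (7 uM) → pin compounds or unlabeled HOX-A9 DNA control → 5 min ambient → add FLSN-HOX-A9 solution (50 nM) → spin → 30 min ambient → fluorescence polarization. Tris pH 7.5/NaCl/DTT/BSA buffer.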
KCNH2 WT inh: qHTS for Inhibitors of KCHN2 3.1: Wildtype qHTS; Voltage-gated inwardly rectifying potassium channel KCNH2 (Homo sapiens), Q12809; activity change, % at 1.84 µM; 340,000 compounds, 0.37% hits; AID 720551, 2013; U2OS, BacMam KCNH2, thallium flux FluxOr; active compounds read low;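 active = maximum activity change below -70%; inconclusive = maximum activity change between -70% and -50%; inactive = maximum activity change above -50%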; note: % is set by controls: 0 for no effect and ±100 for the full control effect
Target sequence (Q12809 whole entry, looked up): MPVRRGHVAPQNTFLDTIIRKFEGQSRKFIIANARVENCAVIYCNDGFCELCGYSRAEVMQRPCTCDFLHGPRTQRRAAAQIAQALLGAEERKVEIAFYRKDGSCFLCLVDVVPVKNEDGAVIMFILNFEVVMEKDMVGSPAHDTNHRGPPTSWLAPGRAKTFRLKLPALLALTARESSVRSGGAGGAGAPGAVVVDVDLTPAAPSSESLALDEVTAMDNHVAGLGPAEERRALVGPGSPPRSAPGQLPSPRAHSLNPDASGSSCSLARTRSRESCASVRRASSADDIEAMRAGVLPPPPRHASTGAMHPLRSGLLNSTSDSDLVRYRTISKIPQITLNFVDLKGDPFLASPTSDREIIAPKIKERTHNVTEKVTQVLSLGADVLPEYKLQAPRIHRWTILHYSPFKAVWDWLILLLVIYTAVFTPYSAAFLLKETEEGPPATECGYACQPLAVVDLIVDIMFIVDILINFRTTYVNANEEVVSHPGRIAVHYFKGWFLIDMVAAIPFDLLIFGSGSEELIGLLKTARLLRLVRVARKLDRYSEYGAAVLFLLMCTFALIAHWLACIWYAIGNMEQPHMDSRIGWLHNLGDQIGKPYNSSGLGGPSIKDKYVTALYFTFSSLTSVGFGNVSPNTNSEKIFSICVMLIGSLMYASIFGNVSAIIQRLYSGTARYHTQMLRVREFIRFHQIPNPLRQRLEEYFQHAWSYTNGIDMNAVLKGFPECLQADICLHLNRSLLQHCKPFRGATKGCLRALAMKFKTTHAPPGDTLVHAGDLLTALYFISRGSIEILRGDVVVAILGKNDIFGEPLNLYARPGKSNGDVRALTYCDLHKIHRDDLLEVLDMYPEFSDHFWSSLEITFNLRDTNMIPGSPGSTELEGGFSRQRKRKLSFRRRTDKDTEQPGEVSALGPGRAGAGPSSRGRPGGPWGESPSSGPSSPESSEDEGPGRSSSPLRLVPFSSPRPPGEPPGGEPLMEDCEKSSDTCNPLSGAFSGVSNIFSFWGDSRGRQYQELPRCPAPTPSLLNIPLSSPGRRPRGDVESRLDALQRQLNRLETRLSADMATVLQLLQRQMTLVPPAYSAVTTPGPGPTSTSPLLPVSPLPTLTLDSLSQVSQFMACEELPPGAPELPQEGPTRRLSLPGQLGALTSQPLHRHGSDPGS
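U2OS cells were transduced with wild-type KCNH2 virus (2.03 x 10^8 / mL) for 4 h at room temperature, then cultured overnight at 37 C. Thallium flux was read with FluxOr dye. Rate constants were normalized to DMSO controls.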
USP2a inh: qHTS Assay for Inhibitors of Ubiquitin-specific Protease USP2a Using CHOP2 as the Reporter | 330,000 compounds, 0.01% hits | Ubiquitin carboxyl-terminal hydrolase 2 (Homo sapiens), O75604 | Potency, µM (top dose mostly 38.3 µM), without a hit: at the highest dose activity change, negative = inhibition, usual class: inhibitors | USP2 core, Ub-CHOP2 coupled fluorogenic reporter, 485/531 | AID 463254, 2010;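 note: potency is the fitted concentration of half-maximal effect; plate controls were DMSO wells for no effect and full inhibition by NEM control for full effect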
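USP2 core (10nM final) preincubated 30min RT with compound in 20mM Tris-HCl pH 8.0, 2mM CaCl2, 2mM beta-mercaptoethanol, 0.05% CHAPS; 25nM Ub-CHOP2 plus 25nM reporter substrate added, fluorescence (Ex485/Em531) read after 60min.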
GALK inh: qHTS Assay for Inhibitors of Human Galactokinase (GALK); P51570; Purified GALK, Kinase-Glo residual ATP luminescence; Potency, µM (highest dose often 57.5 µM), for inactives: top-dose activity change, negative = inhibition, actives largely listed as inhibitors; 270,000 compounds, 0.007% hits; AID 1868, 2009; note: potency is the fitted concentration of half-maximal effect; % is set by controls: 0 for no effect and ±100 for the full control effect
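The enzyme phosphorylates galactose (100 uM) using ATP (35 uM); inhibition is detected as higher residual ATP, quantified by bioluminescence after 1 h reaction at room temperature, pH 8.0.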
B2AR arrestin: qHTS assay of beta-arrestin-biased ligands of beta2-adrenergic receptor | Beta-2 adrenergic receptor (Homo sapiens), P07550 | beta-arrestin recruitment to beta2AR, cell-based reporter | Potency, µM (series often up to 46.1 µM), inactives show top-dose activation, hits mostly activators | 330,000 compounds, 0.02% hits | AID 492947, 2010;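 note: potency is the fitted concentration of half-maximal effect; 0% = DMSO controls and full agonism = EC100 isoproterenol or metaproterenol; nearly all actives have a fitted effect of over 65% in size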
Numbers without * were called inactive; ? = inconclusive; . = no result given; [ ] = another dose, or the depositor's remark. Unless noted, calls come from the whole dose curve; as a rule, active = well fitted curve in the direction sought with a large enough effect; inconclusive = small, poorly fitted or top-dose-only effect, or another doubt; inactive = no such curve, though single readings can be large; an effect the other way counts as inactive or inconclusive.

SMILES	TRPV1 ag	KCNH2 3.1 block	Giardia kill	Menin MLL FP TR	FBPA coupling cs	PKM2 activator	CXXC DNA block	KCNH2 WT inh	USP2a inh	GALK inh	B2AR arrestin
COc1cc(C(=O)N[C@@H](Cc2c[nH]c3ccccc23)C(=O)O)cc(OC)c1OC	-1	0	-8	9%	-1	-12%	2%	-1	3%	-2%	-0.2%
O=S(=O)(c1ccc2ncn(O)c2c1)N1CCOCC1	0	3	13	9%	-1	-5%	12%	-1	1%	1%	-1.1%
CCN(CC)c1ccc(NC(=O)c2cccc(C)c2OC)c(C)c1	?	8	0	-16%	1	5%	5%	-10	-1%	3%	0.1%
NC(=O)C1CCN(C(=O)CCSc2ccccc2)CC1	1	-7	-1	-3%	0	-1%	5%	5	-1%	-2%	3.9%
COc1ccccc1OCC(=O)NC1CCCCCC1	2	-4	2	6%	1	2%	10%	0	0%	0%	3.3%
Cc1[nH]c2ccccc2c1C(C#N)(C#N)C1C(=O)c2ccccc2C1=O	1	4	11	.	-36*	-14%	?	7	1%	3%	-0.1%
CN(C)S(=O)(=O)c1cccc(NC(=O)c2cc(=O)[nH]c(=O)[nH]2)c1	-5	-4	-22	-11%	9	.	5%	1	-1%	.	0.2%
O=C(OCCNc1nc(-c2ccccc2)nc2ccccc12)c1cccnc1	-4	-2	-5	27%	2	?	10%	.	-2%	-1%	-0.2%
CCOC(=O)C(=O)Nc1ccc(OCc2ccccc2)cc1	20	-1	16	3%	3	-9%	20%	7	1%	3%	-0.5%
CCSc1cc(C)nc2c(-c3ccc(Cl)cc3)c(C)nn12	2	0	-4	-2%	3	-5%	-5%	-12	0%	3%	-0.8%
O=C(CSc1nncs1)N1CCN(S(=O)(=O)c2ccccc2)CC1	-2	-5	22	6%	-1	26%	-6%	-4	-2%	-2%	-0.1%
COc1ccc(F)cc1S(=O)(=O)Nc1cc2c3c(c1)CC(=O)N3CCC2	-3	-7	9	.	.	.	.	1	3%	.	-0.8%
Cc1ccc(S(=O)(=O)Nc2cccc(CP(=O)(c3ccccc3)c3ccccc3)c2)cc1	.	-14	-28	.	0	3%	-14%	9	-1%	-3%	4.8%
Cc1ccc2c(c1)c1c(n2CC(O)CNC(C)(C)C)CCCC1 (stereo not given)	.	-4	17	-8%[11.7 µM]	-1	-21%	1%	13	0%	2%	0.2%
CCCc1cc(=O)[nH]c(SCC(=O)Nc2ccc(OC(F)F)cc2)n1	-2	-3	14	-9%	-1	-5%	1%	5	3%	-5%	-0.2%
CCOc1ccc(OCCCC(=O)Nc2nc3ccccc3[nH]2)cc1	0	1	5	25%	4	.	-3%	-10	2%	9%	0.5%
COc1ccc(N2CCN(C(=O)[C@@H]3CCCN3C3=NS(=O)(=O)c4ccccc43)CC2)cc1	-1	-1	31[activator]	.	.	.	.	5	0%	.	-0.4%
CCC(=O)Nc1ccc(/C(C)=N/NC(=O)c2c(Br)c(C)nn2C)cc1	6	9	60[activator]	0%	0	0%	5%	3	2%	0%	4.5%
COc1ccccc1N1CCN(C(=O)c2ccc(CN3CCc4ccccc4C3)cc2)CC1	4	12	17	?	3	-1%	8%	4	2%	0%	0.0%
Cc1ccc(C(=O)NCC(=O)OCCOc2cccc(Cl)c2)cc1	3	34	-12	.	.	.	.	-1	-1%	.	0.1%
COc1ccc(OC)c(COC(=O)c2cccc(S(=O)(=O)N3CCCCC3)c2)c1	.	-33	12	.	.	.	.	-1	0%	.	2.9%
CC(C)CCNC(=O)C1CCC(CNc2c(N3CCCC3)c(=O)c2=O)CC1 (stereo not given)	-4	-18	3	.	1	-7%	18%	-15	-4%	2%	-0.4%
Cc1c(NS(=O)(=O)c2cc(C(=O)NCc3cccnc3)cc(Cl)c2Cl)c(=O)n(-c2ccccc2)n1C	0	9	35[activator]	.	.	.	.	2	1%	.	0.3%
O=C(COc1ccccc1[N+](=O)[O-])Nc1ccc(N2CCN(C(=O)c3cccs3)CC2)cc1	3	7	14	-12%	2	1%	-3%	6	1%	0%	0.5%
Cc1nc(NC(=O)c2ccc(Cl)cc2)sc1Cc1ccc2c(c1)OCO2	2	.	?	11%	1	-13%	-1%	-38	-2%	2%	-1.8%
SMILES	TRPV1 ag	KCNH2 3.1 block	Giardia kill	Menin MLL FP TR	FBPA coupling cs	PKM2 activator	CXXC DNA block	KCNH2 WT inh	USP2a inh	GALK inh	B2AR arrestin
CN1CCN(C(=O)CSc2nc3c(c(=O)n(C)c(=O)n3C)n2C)CC1	-3	-14	0	-3%	2	0%	2%	3	1%	0%	-0.3%
CN(C(=O)COC(=O)c1cccc(S(=O)(=O)N2CCCCC2)c1)C1CCS(=O)(=O)C1 (stereo not given)	-1	-7	11	.	.	.	.	-2	3%	.	-1.8%
Nc1cc(=O)[nH]c(SCC(=O)Nc2cccc(Cl)c2Cl)n1	1	-10	-5	-4%	4	1%	-7%	-7	1%	-2%	-0.2%
O=c1c2cc(-c3ccccc3)sc2ncn1-n1cccc1	-1	5	-16	.	-1	-3%	5%	4	3%	-4%	-0.1%
CCCC(=O)Nc1sc2c(c1C#N)CCCC2	8	.	-7	-12%	-1	1%	12%	-1	7%	0%	0.1%
Cc1cccc(NC(=O)c2ccc(S(=O)(=O)N3CCN(C)CC3)cc2)c1C	0	0	0	7%	-3	.	-4%	-14	1%	-2%	0.1%
Cc1c(CCO)c(=O)n(C)n1C(=O)c1ccc(F)cc1	5	1	-16	0%	3	3%	-7%	-2	0%	-1%	-0.3%
CCOC(=O)CC(=O)CSc1nc2c(sc(=S)n2-c2ccc(OCC)cc2)c(=O)[nH]1	-4	-8	21	?	8	-4%	8%	-24	6%	.	0.5%
Cc1cccc(OCC(=O)Nc2nc(-c3ccncc3)cs2)c1	7	5	-5	.	.	.	.	-3	3%	.	0.1%
COc1ccc(OC)c(NC(=O)CCN2CCN(c3ccccc3)CC2)c1	0	-3	0	-4%	1	1%	0%	-5	3%	0%	-0.7%
CCOc1cc(/C=C/C(=O)c2ccc(O)cc2)ccc1OCC(=O)N(C)C	1	-7	1	17%	3	1%	-18%	-7	1%	1%	-1.2%
O=C1CC(c2ccccc2)Sc2nc(-c3ccccc3)c(-c3ccccc3)n21 (stereo not given)	20	6	-2	0%	3	8%	6%	2	6%	0%	0.0%
O=C(Cn1c(=O)sc2ccccc21)N1CCOCC1	0	8	1	-7%	3	11%	8%	4	3%	4%	-0.3%
CC(NS(=O)(=O)/C=C/c1ccccc1)c1ccccc1 (stereo not given)	2	3	-2	-1%	3	0%	0%	0	0%	6%	-0.1%
CCOc1ccc(NC(=O)NNC(=O)COc2ccc3ccccc3c2)cc1	3	-2	26	-2%	-1	3%	20%	7	0%	-2%	0.4%
COC(=O)c1c(NC(=O)COC(=O)CCS(=O)(=O)c2ccc(C)cc2)sc(C)c1C	3	3	-4	-6%	1	0%	11%	-21	1%	0%	-0.5%
CC1=NN(c2ccccc2)C(=O)/C1=C/c1cc(C)n(C2CC2)c1C	3	-12	-11	9%	0	-16%	?	5	11%	-3%	-1.2%
COc1ccc(Cc2noc(CN3CCCN(C4Cc5ccccc5C4)CC3)n2)cc1OC	3	-10	5	-10%	0	1%	-4%	-7	4%	3%	-0.4%
C=CCNC(=O)COC(=O)CNC(=O)c1cc(Cl)cc([N+](=O)[O-])c1	0	4	-5	7%	-2	-4%	-1%	19	-1%	2%	-0.1%
CN(C)S(=O)(=O)c1ccc(NC(=O)COC(=O)C2CC3CCCC(C2)C3=O)cc1 (stereo not given)	4	-5	-5	-3%	3	8%	-6%	-2	-2%	-1%	0.1%
O=C(Nc1ccccc1)C1CCN(C(=O)c2ccc([N+](=O)[O-])cc2)CC1	-1	3	-19	8%	0	-4%	1%	48	-1%	-1%	0.3%

A portion of the library; rates above refer to the full screens.
